# RAD54 branch: inhibitors of human RAD54 branch migration; Q92698; RAD54 Holliday junction branch migration, FAM/BHQ fluorescence; inhibition, % at 10.4 µM; 360,000 compounds, 0.14% hits; AID 602329;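 active = mean normalized replicate activity at least 40 and at least half of replicates scoring 40 or more; inconclusive = only one of the two criteria met; inactive = mean below 40 and under half of replicates reaching 40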;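 note: 0% = median of neutral control wells and 100% = median of positive control wells; inhibitors cause a drop in the FAM fluorescence signal; in these data hits start at about 50%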
# Target sequence (Q92698 whole entry, looked up): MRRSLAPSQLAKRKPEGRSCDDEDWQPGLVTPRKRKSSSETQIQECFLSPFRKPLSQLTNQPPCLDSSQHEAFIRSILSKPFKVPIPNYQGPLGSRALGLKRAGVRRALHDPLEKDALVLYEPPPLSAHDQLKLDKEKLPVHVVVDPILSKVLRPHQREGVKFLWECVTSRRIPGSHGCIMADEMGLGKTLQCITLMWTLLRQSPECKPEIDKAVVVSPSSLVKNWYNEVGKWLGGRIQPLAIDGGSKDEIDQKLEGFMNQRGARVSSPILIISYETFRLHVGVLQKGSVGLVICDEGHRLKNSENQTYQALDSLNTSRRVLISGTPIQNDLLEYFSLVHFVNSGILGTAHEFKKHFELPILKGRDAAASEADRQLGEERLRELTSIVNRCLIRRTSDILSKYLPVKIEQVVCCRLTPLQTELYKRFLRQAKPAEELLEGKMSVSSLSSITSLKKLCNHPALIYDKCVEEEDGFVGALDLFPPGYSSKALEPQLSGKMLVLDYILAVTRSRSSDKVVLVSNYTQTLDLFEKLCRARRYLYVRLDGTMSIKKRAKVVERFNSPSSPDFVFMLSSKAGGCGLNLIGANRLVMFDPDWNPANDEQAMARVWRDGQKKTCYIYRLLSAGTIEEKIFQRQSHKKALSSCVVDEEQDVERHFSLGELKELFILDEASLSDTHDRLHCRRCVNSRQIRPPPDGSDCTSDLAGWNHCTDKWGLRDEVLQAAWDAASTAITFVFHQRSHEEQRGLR
# ERAP1 inh: blocks human ERAP1 aminopeptidase activity | recombinant ERAP1, Leu-AMC fluorescence, 60 min | 340,000 compounds, 0.15% hits | AID 652197 | Q9NZ08 | inhibition, % at 10.7 µM;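 active = mean replicate inhibition of at least 30%, or all replicates individually reaching that 30% level; inactive = mean below 30% and not every replicate reaching it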;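 note: 0% = neutral control wells and 100% = L-leucinethiol positive control wells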
# RAD52 anneal inh: inhibitors of human RAD52 DNA annealing; inhibition, % at 18.7 µM; 360,000 compounds, 0.46% hits; recombinant RAD52 DNA annealing, FRET fluorescence; P43351;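 active = every replicate showing at least 50% inhibition; inconclusive = mean inhibition at least 50% but not in every replicate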
# E-selectin induc: induces E-selectin expression in human endothelial cells; AID 686992; activation, % at 7.58 µM; P16581; HUVEC E-selectin immunofluorescence imaging; normalized: neutral wells 0, TNF-alpha wells 100; 260,000 compounds, 0.37% hits;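 active = mean E-selectin-positive cell signal at least 10% of the positive control, reached in at least 60% of replicates, without over 20% cell loss; inconclusive = no rule given, readout overlaps actives, possibly toxicity-flagged; inactive = the rest, including those meeting only one limit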;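 note: in these data hits start at about 27%; measured in HUVEC primary endothelial cells; signal is the percent of cells scored E-selectin positive by PE staining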
#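 Test system: HUVEC | Signal: Immunofluorescence imaging | Read-out: Percent E-selectin-positive cells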
# Cneo AK release: causes C. neoformans cell lysis; adenylate kinase release luminescence, 4 h; normalised: neutral wells 0, clomiphene wells 100; lysis activity, % at 15 µM; 360,000 compounds, 0.2% hits; AID 651654;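 active = mean lysis activity across replicates of at least 80%, whatever share of replicates individually reach that level; inactive = mean lysis activity below 80%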
#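 Test system: log-phase Cryptococcus neoformans yeast cells. Input: 5 × 10^6 yeast cells/mL. Medium: fresh YPD growth medium. Doses: single dose. Incubation: static 4 h at 37 °C with compound, 1 h detection. Measured by: luminescent adenylate kinase detection reagent. Read-out: signal increase indicating cell lysis. Benchmarks: Clomiphene.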
# PGC1a acetyl inh: modulators of PGC1a acetylation; AID 651687; 350,000 compounds, 0.17% hits; inhibition, % at 15.6 µM; U2OS PGC1a acetylation, AlphaScreen anti-acetyl-lysine; with virally co-expressed GCN5 acetyltransferase;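 active = every replicate shows inhibition of at least 40%; inconclusive = mean inhibition at least 40% but some replicate below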;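 note: 0% = neutral control wells and 100% = positive control wells; some results beyond the cut were filed as inactive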
# PglD DTNB: blocks C. jejuni PglD acetyltransferase activity | 360,000 compounds, 0.098% hits | purified PglD enzyme, DTNB colorimetric CoA detection | inhibition, % at 12.5 µM; in the data active = inhibition above about 16%, passing the limit was not always enough; inconclusive = no clear call, values can overlap the other calls; note: strong numbers were not always called active
# miR-122 sensor: inhibitors of miR-122 in Huh7 cells. Huh7 miR-122 Renilla luciferase sensor, 48 h; neutral wells = 0, positive control = 100. activation (reporter increase), % at 12.5 µM. 340,000 compounds, 0.3% hits. AID 602342;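 active = mean replicate activation score at least 90 and every replicate individually at or above 90; inconclusive = only one of the two criteria met; inactive = neither criterion met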;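 note: higher luciferase means less miR-122 activity so hits act as miR-122 inhibitors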
# * marks the source's active call; other numbers are inactive results; ? = inconclusive; nt = not tested or not shown; & = joins results of further samples; [ ] = another dose, or the depositor's remark.
SMILES,RAD54 branch,ERAP1 inh,RAD52 anneal inh,E-selectin induc,Cneo AK release,PGC1a acetyl inh,PglD DTNB,miR-122 sensor
C[C@@H]1CCCCO[C@@H](CN(C)CC2CC2)[C@H](C)CN([C@H](C)CO)C(=O)c2cc(NS(=O)(=O)c3ccccc3)ccc2O1,12.0,-1.5,20.0,0.0,3.2,?,-1.0,-3.0[16.7 µM]
N#C[C@@H]1[C@H](c2ccc(-c3cncnc3)cc2)[C@@H](CO)N1C(=O)Cc1ccccc1,4.4,1.7,1.6,1.5,-4.1,-18.1,2.9,nt
COCc1cn(CC[C@H]2CC[C@@H](NC(=O)Nc3ccc(F)cc3)[C@H](CO)O2)nn1,-1.9,0.4,-13.0,0.1,13.7,-10.0,-2.0,nt
CCC(=O)Nc1ccc2c(c1)OC[C@H](C)N(Cc1ccncc1)C[C@H](C)[C@H](OC)CN(C)C2=O,14.3,-5.2,9.4,0.0,-3.7,nt,-1.6,-8.3[16.7 µM]
Cn1c(N)c(C(=O)CN2CCc3ccccc3C2)c(=O)n(C)c1=O,-3.4,nt,-16.5,10.5,-1.1,nt,-0.5,-5.0
O=C(CSCc1c(Cl)cccc1Cl)NCc1ccccn1,nt,-5.2,-12.7,3.9,nt,-6.0,nt,nt
Cc1ccc(-c2nnc(N3CCN(C(=O)CSc4ncn[nH]4)CC3)c3ccccc23)cc1,-12.6,nt,nt,nt,-0.8,-44.1,-6.3,-0.5
COc1ccc(NC(=O)Nc2ccc3c(c2)C(=O)N([C@H](C)CO)C[C@@H](C)[C@@H](CN(C)C(=O)NC(C)C)OCCCC[C@H](C)O3)cc1,1.8,-1.1,-3.8,nt,3.1,3.1,2.1,7.6[16.7 µM]
CCc1nnc(NC(=O)CCn2cnc3ccccc3c2=O)s1,nt,-3.7,-28.8,nt,nt,-16.2,nt,7.2
CC(C)N1CCN(Cc2cc3ccccc3[nH]2)CC1CCO (configuration not stated),3.7,-4.6,-15.4,nt,-2.0,8.9,-2.6,8.1
Cc1ccc(S(=O)(=O)CNC(=S)c2cccc(C)c2)cc1,-14.2,nt,nt,nt,6.1,7.4,4.2,nt
CC(C)NC(=O)Nc1ccc2c(c1)C(=O)N([C@@H](C)CO)C[C@@H](C)[C@H](CN(C)S(=O)(=O)c1cn(C)cn1)OCCCC[C@@H](C)O2,4.6,1.1,3.0,nt,2.9,-6.1,-2.1,6.4[16.7 µM]
CC(NC(=O)c1ccccc1)c1nnc(SCc2nc3ccccc3c(=O)[nH]2)n1C (configuration not stated),-1.9,-3.7,-9.0,0.4,0.1,6.0,-1.5,-0.4
O=C(CCC(=O)OCCOc1ccccc1)OCCOc1ccccc1,-2.5,-0.9,1.3,-0.2,-3.7,-1.4,-5.8,-4.5
Cc1c(NC(=O)CSc2nc(N)cc(N)n2)c(=O)n(-c2ccccc2)n1C,-0.9,-0.6,-5.6,2.1,1.0,-0.3,-6.6,-3.7
O=C(NC1CCCN(Cc2ccc(Cl)cc2)C1)c1ccccc1-c1ncc[nH]1 (configuration not stated),3.0,3.5,-7.9,nt,3.9,8.5,-3.1,-4.7
CCCN(C(=O)CSc1ncnc2sccc12)c1c(N)n(Cc2ccccc2)c(=O)[nH]c1=O,-11.5,5.1,-49.8,0.1,-0.3,13.8,3.8,1.5
COc1ccc(-c2ccc(/C=C(\NC(=O)c3ccccc3)C(=O)N3CCOCC3)o2)cc1,-2.2,4.7,-49.3,-1.6,0.4,-1.8,0.0,4.8
COc1ccc(-c2cc(C(=O)OCC(=O)NC3CC3)c3ccccc3n2)cc1OC,nt,1.8,-12.0,nt,nt,-3.1,nt,-6.6
COc1ccccc1S(=O)(=O)N[C@H]1C=C[C@H](CC(=O)NCc2cc(F)cc(F)c2)O[C@@H]1CO,0.2,5.1,-4.1,0.3,59.3,2.7,-0.3,-11.2[16.7 µM]
CC(NC(=O)c1ccccc1)C(=O)OCC(=O)Nc1cccc(S(=O)(=O)N2CCCC2)c1 (configuration not stated),-0.2,1.3,-20.9,0.7,1.5,0.8,-1.8,2.7
Clc1ccc(Oc2nc3ccccc3n3cccc23)cc1,-14.2,nt,nt,nt,-2.0,3.0,0.4,-3.2
Cc1cccc(C)c1NC(=S)/C(=C(\[O-])c1cccs1)[n+]1ccccc1,-6.5,nt,nt,0.6,-1.8,nt,-5.0,15.9
O=C(c1ccc(Cl)cc1Cl)C1(n2cncn2)Oc2ccccc2C1O (configuration not stated),4.0,nt,nt,nt,0.5,0.6,-0.4,20.0
Cc1ccc(S(=O)(=O)N(CCC(=O)O)Cc2ccc(Cl)cc2)cc1,-7.9,3.1,-5.6,nt,-1.2,-8.9,-4.8,5.7
NC(=O)c1cccc(-c2ccnc3c2CC(C(=O)NCc2ccccc2)O3)c1 (configuration not stated),-2.8,3.7,-15.9,1.4,2.2,-30.6,-2.2,2.6
COc1ccccc1-c1ccc(=O)n(CC(=O)NCC2CCCO2)n1 (configuration not stated),5.8,0.7,-0.1,-0.1,-4.5,-17.2,0.0,-1.6
Cc1ccc(C(=O)NNC(=O)CCC(=O)Nc2cc(C)on2)cc1,0.9,nt,nt,nt,-1.1,3.4,8.9,2.0
C[C@H](CO)N1C[C@H](C)[C@@H](CN(C)C)Oc2c(NC(=O)CCC(F)(F)F)cccc2C1=O,-17.0,-0.1,-0.3,0.4,-0.8,0.0,6.6,8.7
O=C(NCCCCNC(=O)c1c(Cl)cccc1Cl)c1c(Cl)cccc1Cl,-2.3,-0.5,-8.2,0.6,1.1,8.7,-0.8,-1.2
O=S(=O)(c1cccs1)N1CCN(c2ccccc2F)CC1,0.1,3.0,-23.6,0.2,0.5,nt,5.4,nt
Cc1cc(C(=O)CSc2nnc(C3CC3)n2C2CC2)c(C)n1C(C)C,-9.0,1.7,-12.9,nt,0.5,7.0,0.4,nt
O=S(=O)(NCCCCCNS(=O)(=O)c1ccccc1)c1ccccc1,4.2&2.9,nt,nt,nt,-3.9&3.5,-3.5,-10.2&2.4,5.6
O=C(NCC(F)(F)F)Nc1nnc(C(F)(F)F)s1,0.2,nt,nt,nt,0.7,9.8,1.3,-2.7
CN1C[C@H]2[C@@H](c3ccccc31)[C@@H](CO)N2C(=O)C1CCCC1,-4.4,0.4,0.5,-0.1,-0.1,3.7,-5.6,-20.0[16.7 µM]
COc1ccc(CCNC(=O)CN2CCN(Cc3ccccc3F)C2=O)cc1OC,-7.5,-4.3,-4.5,0.3,-1.4,5.9,-4.6,nt
CCOc1ccc(S(=O)(=O)Nc2ccccc2C(=O)N(C)C2CCN(C)CC2)cc1,-4.4,2.0,-0.2,nt,1.3,16.7,-5.4,1.5
CCn1c(=O)c(C(=O)NCc2ccc(OC)c(OC)c2)c(O)c2ccccc21,-4.3,nt,nt,nt,6.3,-6.6,-8.0,-0.5
CN(C)c1ccc(NC(=O)Cc2ccccc2)c2ccccc12,-13.0,-3.1,-8.5,0.2,1.4,2.2,2.9,-0.7
Cc1ccc(CN(C)C(=O)c2cc(Br)c(Br)s2)o1,-3.2,-2.1,-9.0,0.0,-3.9,-21.6,-4.0,-2.6
CCC(c1ccccc1)c1nc(-c2ccccn2)no1 (configuration not stated),-5.2,nt,nt,nt,0.9,-5.1,-12.0,11.6
NC(=O)N/N=C/c1ccc([N+](=O)[O-])o1,2.7,4.7,-9.9,1.9,0.9,nt,3.5,-1.0
COc1ccccc1NC(=O)NN1CCCCC1,-11.1,3.4,-3.5,nt,0.3,nt,nt,0.6
COc1ccccc1-c1ccc([C@H]2[C@H](CO)N3CCCCN(C(=O)c4cccnc4)C[C@@H]23)cc1,0.7,1.7,-4.6,0.1,7.4,-10.0,-36.9,0.3[16.7 µM]
CCOC(=O)c1ccc(NS(=O)(=O)c2ccc(-c3coc(C)n3)cc2)cc1,-4.9,-0.5,-1.6,nt,2.9,-7.3,5.2,4.5
Cc1nnc(SCc2ccc(F)cc2)s1,-10.6,nt,nt,nt,3.1,4.1,7.4,2.0
Cc1ccc(S(=O)(=O)N(C)C[C@@H]2Oc3ccc(NS(=O)(=O)c4ccccc4)cc3CC(=O)N([C@H](C)CO)C[C@H]2C)cc1,-1.4,0.3,-8.6,-0.7,2.5,11.2,2.1,-4.9[16.7 µM]
CC(C)(C)c1ccc(C(=O)NC2CCS(=O)(=O)C2)cc1 (configuration not stated),-11.1,-2.7,-2.3,0.2,0.3,-7.1,-5.6,-0.3
Cc1ccccc1CS(=O)(=O)Cc1ccc(C(=O)NCc2ccccn2)o1,-3.0,nt,nt,nt,2.4,-3.0,-4.0,-2.0
CCN(C(=O)CSc1nc2nc(C)cc(C)n2n1)c1cccc(C)c1,1.4,nt,nt,nt,-1.4,3.2,4.7,-3.4
CCn1c(SCC(=O)N2CCCc3ccccc32)nnc1-c1ccco1,-3.8,nt,nt,nt,3.5,4.5,1.3,0.2
COC(=O)c1ccc(CSc2nc(-c3ccccc3)cs2)o1,-1.1,-5.2,-14.2,nt,-2.4,-23.3,-2.6,-3.4
CC(C)c1ccc(NC2CCCN(C(=O)c3ccsc3)C2)cc1 (configuration not stated),-5.1,-1.7,1.2,0.4,7.9,5.0,-2.7,-8.1
O=S1(=O)CCC(N2CCOCC2)C1 (configuration not stated),2.0,nt,nt,nt,0.4,1.8,-2.0,1.3
CC(NCC(=O)Nc1ccccc1C(=O)NC1CC1)c1cccs1 (configuration not stated),-3.1,-1.6,-1.4,-0.2,-0.2,-26.6,4.8,-2.8
COc1ccc(OC)c(S(=O)(=O)N(C)CC(=O)N2CCN(c3ccc(F)cc3)CC2)c1,5.7,nt,nt,nt,-0.1,0.1,-3.2,2.5
CCOC(=O)N1CCC(N2C(=O)c3ccc(C(=O)NCCC(C)C)cc3C2=O)CC1,-1.3,2.4,-6.9,-0.1,2.2,8.1,0.4,-0.9
CCn1nnnc1SCC(=O)NC1CCCC1,5.8,nt,nt,nt,4.9,-6.6,-1.0,-6.0
C/C(=N\NC(=O)CN1CCOCC1)C(C)(C)C,-9.3,-2.4,-15.0,nt,0.1,4.7,1.0,6.7
C[C@H]1CCCCO[C@H](CN(C)C(=O)NC2CCCCC2)[C@@H](C)CN([C@@H](C)CO)C(=O)c2cc(NS(=O)(=O)c3ccccc3)ccc2O1,3.5,2.4,-88.5,-0.1,0.1,2.5,-1.6,10.5[16.7 µM]
Cc1ccc(OCC(=O)Nn2cnc3ccccc32)cc1,-12.2,nt,nt,-1.1,-0.2,2.9,-3.1,-3.3
